Screening results from PubChem.
697 NFkB inh – lowers PMA/ionomycin-induced NF-kB signal in 697 B cells; 697 B-cell NF-kB luciferase reporter, 16 h; actives 0.33% (n = 330,000); inhibition, % at 4 µM; in the data active = inhibition above about 35%
Gli-Sufu block – Gli-Sufu pathway antagonism. Sufu-KO-LIGHT fibroblasts, Gli luciferase reporter luminescence. inhibition, % at 5 µM. actives 0.74% (n = 340,000). AID 588413;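 active = inhibition above about 55%, limit read from the data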;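 also: 0% = DMSO-treated cells and 100% = wells with medium but no cells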
CCR6 antagonist – antagonists of human CCR6 receptor. P51684. CHO-K1 CCR6 PathHunter beta-arrestin, luminescence, CCL20-stimulated. inhibition, % at 20 µM. actives 0.49% (n = 340,000);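 active = compounds whose inhibition of the agonist-driven luminescence signal at 20 µM reaches about 50%, limit read from the data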;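 also: cells stimulated with CCL20 at 14 nM final; plate controls were DMSO with CCL20 for no effect and DMSO without agonist for full effect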
Target sequence (P51684 whole entry, looked up): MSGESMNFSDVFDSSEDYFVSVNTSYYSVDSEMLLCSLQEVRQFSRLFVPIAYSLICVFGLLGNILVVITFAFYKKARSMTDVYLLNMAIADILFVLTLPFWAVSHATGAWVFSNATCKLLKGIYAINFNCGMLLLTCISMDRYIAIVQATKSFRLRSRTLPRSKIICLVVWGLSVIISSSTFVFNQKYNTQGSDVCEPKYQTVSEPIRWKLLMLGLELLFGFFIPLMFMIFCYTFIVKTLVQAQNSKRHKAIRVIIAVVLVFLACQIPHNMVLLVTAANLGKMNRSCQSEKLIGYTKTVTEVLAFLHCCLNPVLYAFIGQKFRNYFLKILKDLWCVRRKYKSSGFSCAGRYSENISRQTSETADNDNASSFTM
UPR XBP1 act – adaptive UPR (XBP1) activation. actives 0.33% (n = 330,000). activation, % at 20 µM. CHO-XBP1 luciferase reporter, IRE1-XBP1 UPR activation, luminescence; percent of tunicamycin response, DMSO as zero;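 active = versus positive control, 20 µM dose yields 30% or more activation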;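 also: 100% = tunicamycin at 10 µg/mL and 0% = DMSO only wells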
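Assay system: IRE1-XBP1 luciferase reporter CHO line. Input: 1000 cells/well. Buffer or medium: F12 with 10% serum. Doses: 20 µM, 1% DMSO. Times: overnight seeding at 37 °C, 6 h compound treatment at 37 °C. Technique: Steady-Glo luciferase glow luminescence, 10 min after reagent addition.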
Mdm2 MdmX PPI – inhibitors of human Mdm2/MdmX interaction. actives 3% (n = 330,000). AID 485346. inhibition, % at 8 µM. SaOS-2 split-luciferase Mdm2/MdmX complementation, luminescence;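 active = inhibition of at least 50% at 8 µM in the primary screen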
CXCR6 inh – inhibitors of human CXCR6 receptor; O00574; CHO-K1 PathHunter CXCR6 beta-arrestin, luminescence; inhibition, % at 20 µM; actives 0.36% (n = 360,000); AID 602244; in the data active = inhibition above about 34%, passing the limit was not always enough;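 also: antagonist mode with CXCL16 agonist at 10 nM final; 0% = 10 nM CXCL16 with DMSO and 100% = unstimulated wells without agonist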
UPR CHOP act – activators of apoptotic arm of unfolded protein response (CHOP); CHO-CHOP luciferase reporter, UPR activation, luminescence; percent of tunicamycin response over DMSO baseline; activation, % at 10 µM; actives 0.34% (n = 330,000);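 active = at 10 µM dose, activation of 40% or more, normalized to positive control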;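 also: 100% = tunicamycin at 10 µg/mL and 0% = DMSO alone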
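Evaluation: % reporter activation, DMSO baseline versus tunicamycin full activation; System: CHO-CHOP luciferase reporter cell line; Input: 500 cells/well; Incubation: 6 h compound treatment, 37 °C; Measured by: Steady-Glo luciferase luminescence; Dosing: one dose, 10 µM in 0.5% DMSO; Buffer or medium: F12 medium, 10% FBS; Benchmarks: positive tunicamycin 10 µg/mL, negative DMSO alone.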
Jurkat NFkB inh – lowers PMA/ionomycin-induced NF-kB signal in Jurkat cells; PMA/ionomycin-induced NF-kB luciferase reporter, luminescence; inhibition, % at 4 µM; actives 0.53% (n = 330,000); in the data active = inhibition above about 50%
EBI2 antag – antagonists of human EBI2 receptor. P32249. EBI2 beta-arrestin recruitment, luminescence, 7a,25-OHC stimulated. inhibition, % at 5 µM. actives 0.81% (n = 360,000); in the data active = inhibition above about 38%;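 also: enzyme fragment complementation signal reports receptor beta-arrestin coupling in cells; 0% = agonist plus DMSO wells and 100% = wells without agonist; some results beyond the cut were filed as inactive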
Target sequence (P32249 whole entry, looked up, the tested form may be a part): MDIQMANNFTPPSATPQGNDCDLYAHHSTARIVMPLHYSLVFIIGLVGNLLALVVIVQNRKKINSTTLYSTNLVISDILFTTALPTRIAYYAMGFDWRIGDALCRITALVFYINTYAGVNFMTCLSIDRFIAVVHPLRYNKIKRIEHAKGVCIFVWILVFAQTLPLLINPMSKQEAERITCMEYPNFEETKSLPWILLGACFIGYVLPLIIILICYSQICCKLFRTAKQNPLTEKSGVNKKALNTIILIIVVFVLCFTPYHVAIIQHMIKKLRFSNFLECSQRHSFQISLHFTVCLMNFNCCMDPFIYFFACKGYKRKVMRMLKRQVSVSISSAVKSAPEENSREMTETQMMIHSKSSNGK
An asterisk follows results filed as active; . = not tested or not shown.

SMILES	697 NFkB inh	Gli-Sufu block	CCR6 antagonist	UPR XBP1 act	Mdm2 MdmX PPI	CXCR6 inh	UPR CHOP act	Jurkat NFkB inh	EBI2 antag
Cc1ccsc1CN(C)C(=O)C(NC(=O)c1cccc(S(=O)(=O)N2CCOCC2)c1)C(C)C (configuration not stated)	17	1	-3	-3	10	6	0.7	12	1
CN1CCC(N(C)S(=O)(=O)c2ccc(NC(=O)COc3ccc(F)cc3)cc2)CC1	-7	7	4	-1	31	-2	0.4	-7	-4
COc1ccc(NC(=O)CSc2nnc(NC(=O)c3ccccc3C(=O)O)s2)cc1	.	-11	6	.	.	7	.	.	-7
O=C(NCCS(=O)(=O)c1ccc(Br)cc1)c1ccc(Cl)cc1	6	-16	8	-4	5	-1	-0.2	-1	1
CN(C)S(=O)(=O)c1ccc(-c2csnn2)s1	3	-4	-5	-2	8	-3	-2.4	5	-15
COCCN1CCC(CNCc2cn(-c3cc(C)ccc3C)nc2-c2ccccc2)C1 (configuration not stated)	8	16	-2	2	46	15	0.4	2	-3
CSc1nc(C)c2c(n1)N(c1ccc(F)cc1)CC2	-33	-12	10	-1	16	-7	-3.5	-7	0
Cc1ccc(-c2nc(C(=O)O)cs2)cc1	6	-2	2	0	7	-3	2.0	-16	3
COc1ccc(CCC(=O)N/N=C/c2ccc3c(c2)OCO3)cc1	-6	-11	3	-2	-1	-2	2.2	-12	-4
CC(C)CC1NC(=O)N(CC(=O)c2ccc3c(c2)OCCO3)C1=O (configuration not stated)	-83	-76	-4	1	-62	-11	8.4	-69	-8
COc1ccc(C(=O)NCc2cn3ccccc3n2)cc1	17	8	0	-1	-33	4	-2.0	7	-5
CCCN1CCC(NC(=S)Nc2ccc(OC)c(OC)c2)CC1	21	-18	11	-2	18	2	0.9	8	-2
Cc1nc2c(C)cccn2c(=O)c1NC(=O)c1ccco1	-9	0	-6	1	-12	2	1.2	-3	-14
Cc1oc2cc3oc(=O)c(CC(=O)NCCC(=O)O)c(C)c3cc2c1C	5	-4	10	-5	-8	1	-0.8	-15	6
COc1ccc(C(=O)N/C(=C\c2ccco2)C(=O)OCc2ccco2)cc1	-31	5	10	-2	14	-7	4.2	-22	-7
CC(=O)c1ccc(N2CCN(CC(=O)Nc3cc(C)on3)CC2)cc1	20	-11	-5	0	4	-5	1.4	-8	8
CCOC(=O)C(Oc1ccc(=O)[nH]n1)C(C)=O (configuration not stated)	-3	-2	-1	-1	3	-2	0.6	-2	4
CO/C([O-])=N/c1c[n+](-c2ccc(Cl)cc2)no1	1	1	-5	1	-9	-1	2.8	5	-3
CC1(C)CC(=O)C(C=NCCN2CCN(C(=S)Nc3ccccc3)CC2)=C(O)C1	-6	2	1	0	-6	-5	-0.8	0	4
Cc1ccc(C)c(S(=O)(=O)N2CCN(C(=O)CNC(=O)c3ccc4ccccc4c3)CC2)c1	16	14	12	-3	9	8	1.2	1	63*
C/C(=N\NC(=O)C(N)=O)c1cccc([N+](=O)[O-])c1	19	-8	6	0	-8	-2	-1.2	-2	-5
c1ccc(-c2noc(C3CCCCC3)n2)nc1	-99	-62	-4	-2	-133	-1	0.3	-62	3
CC(C(=O)NC1=NCCS1)(C(F)(F)F)C(F)(F)F	5	3	9	-1	-16	-6	-2.1	-11	10
Cc1cc(C)n(-c2cccc(C(=O)O)c2)n1	4	2	-6	0	3	3	-1.0	-4	7
Cn1c2ccccc2c2nnc(SCC(N)=O)nc21	10	2	3	-1	-1	-5	0.0	-6	3

Next section.
SMILES	697 NFkB inh	Gli-Sufu block	CCR6 antagonist	UPR XBP1 act	Mdm2 MdmX PPI	CXCR6 inh	UPR CHOP act	Jurkat NFkB inh	EBI2 antag
CN(C)c1cccc2c(S(=O)(=O)N3CCOCC3)cccc12	12	-6	-5	1	-30	3	-1.1	6	-11
Nc1cc(=O)[nH]c(SCC(=O)Nc2cc(S(=O)(=O)N3CCCCCC3)ccc2Cl)n1	4	-14	10	-1	34	-2	0.4	-10	-2
O=C(O)Cc1ccc(C(=O)CSc2ccccc2)s1	-8	9	13	6	16	5	0.4	-6	-4
Nc1nnc(SCC(=O)Nc2ccc(N3CCOCC3)c(Cl)c2)s1	-19	-9	17	-4	9	0	-1.2	-13	1
COc1cccc(-c2cc(C(=O)Nc3cccnc3)no2)c1	-8	13	11	3	-76	-6	2.6	-22	0
CCCSc1nnc2n(C)c(=O)c3c4c(sc3n12)CCC4	-13	21	9	4	-13	1	5.0	1	-6
Cc1cccc2cc(CN(CC3CCCO3)C(=O)NC3CCCCC3)c(=O)[nH]c12 (configuration not stated)	22	6	5	-3	27	-8	0.3	3	2
CCOC(=O)c1c(C)n(-c2ccc(OC)cc2)c2c(C/C(C)=N/O)c(Br)c(OC)c(O)c12	0	-5	7	-1	10	-1	-1.2	5	-7
CC1=NN(C(=O)c2c(Br)cnn2C)C(O)(C(F)(F)F)C1 (configuration not stated)	14	-4	-1	3	21	-7	-2.0	0	-2
CCS(=O)(=O)N1CCN(Cc2c[nH]c3ccccc23)CC1	6	0	-1	-3	13	-2	0.1	-4	-5
COc1cc(/C=C/C(=O)O)cc(S(=O)(=O)NCc2ccco2)c1OC	4	.	5	0	1	-6	-0.9	4	4
CCN(CC)S(=O)(=O)c1ccc(-c2nnc(SCC(=O)N3c4ccccc4CC3C)o2)cc1 (configuration not stated)	-20	-12	15	-4	16	6	-1.0	-17	1
Cc1ccc2c(c1)N(CCC(=O)NCCCN1CCCC1)C(=O)CO2	7	15	-11	-5	-24	-5	2.3	-13	3
CC(=O)c1ccc(-c2ccc(C(=O)NC3CCCCCC3)o2)cc1	-19	-3	-2	-2	13	-7	-1.1	-20	-8
Cc1ccc(/C=N/N2CCN(C3c4ccccc4-c4ccccc43)CC2)o1	11	-3	4	0	13	-12	1.1	16	4
O=C(OCC(=O)N1CCc2ccccc2C1)c1c(F)cccc1Cl	-67	-81	12	-3	-132	12	2.5	0	0
Cc1oncc1C(=O)NC1CCCCC1	15	-6	0	3	-1	3	0.9	-5	-7
O=C(O)/C=C/C(=O)N(Cc1ccccc1)Cc1ccco1	11	0	-5	-3	-6	-4	-2.9	4	2
Cn1ccnc1Sc1nc2c(c(=O)n(C)c(=O)n2C)n1C	2	-7	5	1	4	-4	-0.6	-27	-2
CC[C@@]1(C(=O)OC)N[C@H](CN(C)S(=O)(=O)c2ccc(-c3ccccc3)cc2)[C@@H]2C(=O)N(Cc3ccccc3)C(=O)[C@@H]21	1	1	-11	-2	91*	-7	0.2	7	12
CCc1ccc(C2C(=O)c3ccccc3C2=O)cc1	-13	-33	14	1	-46	-5	1.0	-10	6
CC(C)OC(=O)Cn1nnc(-c2ccccc2)n1	-15	-2	9	1	23	-1	1.8	1	3
COc1cccc(CNC(=O)C2CCN(S(=O)(=O)c3ccc(C)cc3)CC2)c1	9	8	4	1	4	1	0.5	12	3
CCOC(=O)C1=C(C)NC2=C(C(=O)CC(c3ccc(OC)c(OC)c3)C2)C1c1ccc(C)o1 (configuration not stated)	5	-18	1	1	20	6	-0.7	-1	2
CC(=O)N1CCN(C(=O)c2ccc3c(c2)OCCO3)CC1	16	1	-5	-2	-21	-10	0.4	16	6

Other compounds.
SMILES	697 NFkB inh	Gli-Sufu block	CCR6 antagonist	UPR XBP1 act	Mdm2 MdmX PPI	CXCR6 inh	UPR CHOP act	Jurkat NFkB inh	EBI2 antag
COCCn1c(=O)c2c(nc3n2CC(C)CN3CCc2ccccc2)n(C)c1=O (configuration not stated)	2	10	-5	-5	12	-6	-1.8	-5	-4
COc1cc(/C=C(\C#N)c2ccccn2)ccc1OCc1ccccc1Cl	.	-2	15	.	.	0	.	.	18
COC(=O)c1ccc(OCC(=O)c2ccccc2OC)cc1	6	-11	11	1	-24	3	2.3	-7	8
COc1cc(OC)c(OC)cc1/C=N/Nc1nc2ccccc2[nH]1	-7	0	-12	5	24	-1	1.7	-17	10
O=S(=O)([N-]c1nc2ccccc2nc1-n1cc[n+](Cc2ccccc2)c1)c1ccc(Br)cc1	-22	5	6	-2	39	4	1.1	-18	-4
C=CCn1c(=O)c(C(=O)Nc2ccccc2O)c(O)c2ccccc21	-10	-3	-4	0	12	1	-0.9	2	1
CC(C)(C)c1ccc(C(=O)NCCN2CCCC2)cc1	-20	7	1	0	0	4	3.8	-25	1

Sorted by count of non-hydrogen atoms (highest first): part of the list above
SMILES	697 NFkB inh	Gli-Sufu block	CCR6 antagonist	UPR XBP1 act	Mdm2 MdmX PPI	CXCR6 inh	UPR CHOP act	Jurkat NFkB inh	EBI2 antag
CC[C@@]1(C(=O)OC)N[C@H](CN(C)S(=O)(=O)c2ccc(-c3ccccc3)cc2)[C@@H]2C(=O)N(Cc3ccccc3)C(=O)[C@@H]21	1	1	-11	-2	91*	-7	0.2	7	12
Cc1ccc(C)c(S(=O)(=O)N2CCN(C(=O)CNC(=O)c3ccc4ccccc4c3)CC2)c1	16	14	12	-3	9	8	1.2	1	63*
CCOC(=O)c1c(C)n(-c2ccc(OC)cc2)c2c(C/C(C)=N/O)c(Br)c(OC)c(O)c12	0	-5	7	-1	10	-1	-1.2	5	-7
CN1CCC(N(C)S(=O)(=O)c2ccc(NC(=O)COc3ccc(F)cc3)cc2)CC1	-7	7	4	-1	31	-2	0.4	-7	-4
CC1(C)CC(=O)C(C=NCCN2CCN(C(=S)Nc3ccccc3)CC2)=C(O)C1	-6	2	1	0	-6	-5	-0.8	0	4
Cc1ccc(/C=N/N2CCN(C3c4ccccc4-c4ccccc43)CC2)o1	11	-3	4	0	13	-12	1.1	16	4
COc1cc(OC)c(OC)cc1/C=N/Nc1nc2ccccc2[nH]1	-7	0	-12	5	24	-1	1.7	-17	10
CCCN1CCC(NC(=S)Nc2ccc(OC)c(OC)c2)CC1	21	-18	11	-2	18	2	0.9	8	-2
CN(C)c1cccc2c(S(=O)(=O)N3CCOCC3)cccc12	12	-6	-5	1	-30	3	-1.1	6	-11
Cn1ccnc1Sc1nc2c(c(=O)n(C)c(=O)n2C)n1C	2	-7	5	1	4	-4	-0.6	-27	-2
CC1=NN(C(=O)c2c(Br)cnn2C)C(O)(C(F)(F)F)C1 (configuration not stated)	14	-4	-1	3	21	-7	-2.0	0	-2
CCc1ccc(C2C(=O)c3ccccc3C2=O)cc1	-13	-33	14	1	-46	-5	1.0	-10	6
C/C(=N\NC(=O)C(N)=O)c1cccc([N+](=O)[O-])c1	19	-8	6	0	-8	-2	-1.2	-2	-5
CCOC(=O)C(Oc1ccc(=O)[nH]n1)C(C)=O (configuration not stated)	-3	-2	-1	-1	3	-2	0.6	-2	4
Cc1cc(C)n(-c2cccc(C(=O)O)c2)n1	4	2	-6	0	3	3	-1.0	-4	7
Cc1oncc1C(=O)NC1CCCCC1	15	-6	0	3	-1	3	0.9	-5	-7
